High-throughput results as filed in PubChem.
FEN1 inh = blocks human flap endonuclease 1 | 390,000 tested, 0.35% active | Potency, µM (series often up to 114 µM), for the others: at the top dose activity change, negative = inhibition, usual class: inhibitors | Recombinant FEN1 flap cleavage, fluorescence, 15 min | P39748; also: nearly all actives have a fitted effect of over 65% in size
Target sequence (P39748 whole entry, looked up): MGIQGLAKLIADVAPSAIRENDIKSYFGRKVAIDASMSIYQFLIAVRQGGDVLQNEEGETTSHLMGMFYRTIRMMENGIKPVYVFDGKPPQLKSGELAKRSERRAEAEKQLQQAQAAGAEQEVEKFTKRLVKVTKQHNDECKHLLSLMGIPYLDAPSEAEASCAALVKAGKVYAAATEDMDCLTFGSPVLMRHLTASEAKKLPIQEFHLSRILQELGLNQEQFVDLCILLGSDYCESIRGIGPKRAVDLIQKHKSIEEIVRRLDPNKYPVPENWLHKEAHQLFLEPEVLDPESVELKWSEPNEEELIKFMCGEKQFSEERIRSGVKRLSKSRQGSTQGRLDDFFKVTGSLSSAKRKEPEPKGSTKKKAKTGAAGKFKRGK
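In this screen, 50 nM flap DNA substrate was added to 10 nM FEN1 pretreated with compound for 15 min at room temperature; cleavage was followed with reads at 0 and 15 min, and Hill fitting gave concentration–response parameters.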
TDP1 inh = blocks human tyrosyl-DNA phosphodiesterase 1; Q9NUW8; recombinant TDP1, AlphaScreen DNA substrate cleavage; 350,000 tested, 0.28% active; Potency, µM (doses to about 130 µM), inactives show top-dose activity change, negative = inhibition, usual class: inhibitors; AID 485290; also: nearly all actives have a fitted effect of over 40% in size
Target sequence (Q9NUW8 whole entry, looked up): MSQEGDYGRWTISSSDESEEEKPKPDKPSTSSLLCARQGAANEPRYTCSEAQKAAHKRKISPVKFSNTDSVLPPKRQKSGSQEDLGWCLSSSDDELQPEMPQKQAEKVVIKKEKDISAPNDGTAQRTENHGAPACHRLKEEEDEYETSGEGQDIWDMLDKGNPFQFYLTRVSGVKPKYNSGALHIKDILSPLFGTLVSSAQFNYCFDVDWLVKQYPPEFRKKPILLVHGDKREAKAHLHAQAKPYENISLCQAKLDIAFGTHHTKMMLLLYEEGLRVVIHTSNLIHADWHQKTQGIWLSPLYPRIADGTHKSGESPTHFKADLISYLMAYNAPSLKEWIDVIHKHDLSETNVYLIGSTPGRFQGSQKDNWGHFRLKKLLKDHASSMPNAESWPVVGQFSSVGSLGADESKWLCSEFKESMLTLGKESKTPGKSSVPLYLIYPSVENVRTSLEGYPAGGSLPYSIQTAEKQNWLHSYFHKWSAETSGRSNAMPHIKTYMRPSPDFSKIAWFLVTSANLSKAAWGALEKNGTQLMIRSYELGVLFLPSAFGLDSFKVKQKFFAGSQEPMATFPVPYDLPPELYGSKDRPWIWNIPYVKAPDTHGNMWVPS
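AlphaScreen read-out: signal falls as enzyme removes the 3' tyrosine-FITC from a 5'-biotinylated DNA oligo (15 nM, 5 min, RT). Enzyme was E. coli-made recombinant Tdp1 at 1 nM, exposed to compound for 15 min beforehand; beads 10 ug/ml, 10 min.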
N370S GC mod = inhibits or activates N370S mutant glucocerebrosidase. 330,000 tested, 0.092% active. Potency, µM (top dose mostly 59.4 µM), without a hit: top-dose activity change, negative = inhibition, usual class: inhibitors. N370S GC spleen homogenate, 4MU-glucoside fluorescence. AID 2101;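 also: 0% = full enzyme activity and -100% = no enzyme basal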
The depositor's hits bear a star; ? = inconclusive; / = not tested or not shown; & = joins results of further samples; [ ] = dose if it differs, or a comment. Calls follow the shape of the dose curve; as a rule, active = well fitted curve in the direction sought with a large enough effect; inconclusive = small, poorly fitted or top-dose-only effect, or another doubt; inactive = no such curve, though single readings can be large; an effect the other way counts as inactive or inconclusive. Unless noted, % is scaled to controls: 0 for no effect and ±100 for the full control effect; potency is read from the fitted curve at half-maximal effect.

nr	FEN1 inh	TDP1 inh	N370S GC mod	structure
1	-5%	/	?	COCCCNC(=S)N(CCCO)Cc1cc2cc3c(cc2[nH]c1=O)OCO3
2	-9%	/	-17%	O=C1/C(=C/c2cccc(F)c2)Oc2cc(O)ccc21
3	1%	2%	-4%	Cc1ccc(Cn2nc(C)c(NC(=O)c3noc4c3CCCCC4)c2C)cc1
4	-4%	3%	-9%	CCN(CC)S(=O)(=O)c1cccc(N=NC2=C(O)CCCC2=O)c1
5	4%	1%	/	CC(=O)c1ccc(OCCCC(=O)Nc2cccc(S(=O)(=O)N3CCCCC3)c2)cc1
6	2%	4%	/	CCCCN(Cc1cc2cc(C)ccc2[nH]c1=O)C(=O)c1cccc(Cl)c1
7	11%	7%	5%	Cc1cccc(C(=O)NNC2=C(C(=O)C(F)(F)F)CCC2)c1O
8	1%	/	0%	COc1ccc(N/C=C(\C=C\C#N)S(=O)(=O)c2ccccc2)cc1
9	-13%	-9%[12.3 µM]	/	CCN(CC)C(=O)c1ccc(Nc2nnc(-c3ccc(C)c(S(=O)(=O)NC)c3)c3ccccc23)cc1
10	0%	1%	/	CC1(C2CC2)NC(=O)N(CC(=O)N2CCN(c3cccc(C(F)(F)F)c3)CC2)C1=O (stereo not drawn)
11	-8%	1%	7%	Cc1cccn2cc(CCNS(=O)(=O)c3ccc([N+](=O)[O-])cc3)nc12
12	-4%	/	1%	CC1CC(c2ccccc2)=Nc2ccccc2N1 (stereo not drawn)
13	17%	4%	22%	Cc1nc2c(n1C1CCCCC1)C(=O)c1ccccc1C2=O
14	-12%	0%	-4%	Brc1c(CSc2nc3ccccc3o2)nc2ncccn12
15	-15%	6%	0%	Cc1cccc(C(=O)Oc2cccc3c(O)cccc23)c1
16	15%	/	3%	COc1ccc(N2CCCC2=N)c(OC)c1
17	-10%	-4%	-1%	COC(=O)CCCC(=O)NC(C)c1cnn(-c2ccccc2C)c1C (stereo not drawn)
18	-11%	3%	7%	CCOc1ccc(-n2ccnc2SCC(=O)N2CCCc3ccccc32)cc1
19	-3%	8%	0%	CCN1CCN(C(=O)c2c(-c3c(F)cccc3Cl)noc2C)CC1
20	-1%	2%	-1%	COCCNS(=O)(=O)c1ccc(-c2ccc(Cl)cc2)cc1
21	-4%	5%	-6%	S=C(NCc1ccco1)N1CCN(C/C=C/c2ccccc2)CC1
22	11%&-1%	10%&-2%	?	Oc1ccc(NC(=S)Nc2ccccc2)cc1
23	-11%	5%[12.3 µM]	/	CCCCOc1cccc(NC(=O)CSc2nnc(C)s2)c1
24	6%	3%	3%	COc1ccccc1N1CCN(C(=O)c2nn(-c3ccccc3OC)c(=O)c3ccccc23)CC1
25	0%	0%	-11%	CCOc1ccc(C(=O)c2ccccc2C(=O)O)cc1OCC
26	-16%	-1%	/	COCc1ccc(-c2c(-c3ccsc3)oc(=O)c3cc(OC)c(OC)cc23)cc1
27	-2%	-2%	1.1µM*	CC(C)C(C)NC(=O)CSc1nc2scc(-c3ccco3)c2c(=O)n1-c1ccccc1 (stereo not drawn)
28	0%	1%	-12%	C[C@H]1CCC[C@@]2(O[C@@H](CCO)C[C@@H](O)[C@@H]2O)O1
29	-12%	-5%	?	COc1ccccc1CNC(=O)c1ccccc1OCc1ccc(F)cc1
30	0%	0%[12.3 µM]	/	COc1ccc(-c2cc(C(=O)Oc3ccc(C)c(C)c3)c3ccccc3n2)cc1
31	-1%	1%	6%	NC(=O)C(c1ccccc1)C1CCCC1 (stereo not drawn)
32	2%	-3%	-2%	COc1ccc(N2C(=O)CC(Sc3nc4c(cc3C#N)CCC4)C2=O)cc1 (stereo not drawn)
33	3%	/	0%	CCC[C@H]1COCCS(=O)(=O)N1Cc1ccccc1F
34	18%	11%	/	COc1ccc(-c2noc(C3CC(=O)N(c4ccccc4)C3)n2)c(OC)c1 (stereo not drawn)
35	5%	/	18%	CC1(C)CC2(CCO1)OC(=O)CC2C(=O)Nc1c(Cl)cccc1Cl (stereo not drawn)
36	-14%	1%	-10%	COC(=O)c1c(CCl)noc1C(=O)NCC1CCCO1 (stereo not drawn)
37	0%	/	-11%	Cc1ccccc1N(Cc1cc(=O)[nH]c2ccccc12)C(=O)C(C)C
38	18%	3%	/	CC(CCc1ccccc1)NC(=O)Cn1ncc2c3ccccc3n(Cc3ccccc3F)c2c1=O (stereo not drawn)
39	5%	5%	-6%	CC(Sc1nc2ccccc2n1C)C(=O)Nc1ccc(N2CCOCC2)cc1 (stereo not drawn)
40	7%	0%	8%	NC(=S)Nc1ccc(F)cc1F
41	-14%	3%	-2%	C=CCNC(=O)CCCCCNS(=O)(=O)c1ccc(OC)cc1
42	-7%	7%	/	COc1ccc2nc(NC(=O)c3cc(=O)c4cc(C)c(C)cc4o3)sc2c1
43	-11%	8%	5%	Cc1[nH]nc2c1-c1nc3ccccc3nc1C(C)(C)C2
44	-5%	3%	-19%	CC(C)(C)C(=O)Nc1ccc(F)cc1[N+](=O)[O-]
45	7%	1%	0%	O=[N+]([O-])c1cccc(/C=N/Nc2nc(N3CCCCC3)nc(N3CCCCC3)n2)c1
46	1%	2%	2%	O=C(CSCC(=O)NC1CC1)Nc1ccc2ccccc2c1
47	-4%	2%	/	CC(=O)N1CCc2cc(Br)cc(S(=O)(=O)NCCc3cccc(C)c3)c21
48	-16%	5%	10%	C/C(=N\NC(=O)CNC(=O)c1ccc(F)cc1)c1ccco1
49	6%	1%	/	COc1cccc(NC(=O)CN2C(=O)NC3(CCCc4ccccc43)C2=O)c1 (stereo not drawn)
50	3%	2%	-10%	CC(C)CCn1c(=O)c2sccc2n2c(CCCC(=O)N3CCC(N4CCCCC4)CC3)nnc12
51	?	-1%	-2%	Cc1ccc(-n2cc(CNCCn3nc(C)cc3C)c(-c3ccc(F)cc3)n2)cc1
52	20%	-4%	-2%	CCOC(=O)N1CCC(N2C(=O)c3cc(C(=O)NC4CCCCC4)ccc3C2O)CC1 (stereo not drawn)
53	15%	6%	2%	COc1ccc(NCc2nnc(-c3ccccc3)o2)cc1
54	/	9%	-3%	CCN(CC)CCCC(C)n1c(-c2ccccc2)nc2c(NCCO)nc(C)nc21 (stereo not drawn)
55	3%	/	-14%	COc1cc(OC)c(C(=O)/C=C/c2ccc(OCc3ccccc3)c(OC)c2)c(OC)c1
56	2%	3%	-13%	CCOc1cccc(CN2CCC(n3nccc3NC(=O)C3CC3)CC2)c1O
57	-16%	-4%	-11%	COc1cc(CNC2CCCC2)cc(OC)c1
58	17%	2%	/	CCOC(=O)C1=C(CC)Nc2ccccc2N/C1=N\S(=O)(=O)c1cccc(C(C)=O)c1
59	0%	5%	/	CCOC(=O)C1=C(CS(=O)(=O)c2ccc(C(C)(C)C)cc2)NC(=O)NC1c1cccc(OC)c1 (stereo not drawn)
60	11%	6%	-25%	Cc1ccc(CNc2ncc(-c3ccccc3)n2C)o1

(continued)
nr	FEN1 inh	TDP1 inh	N370S GC mod	structure
61	-2%	4%	/	Cc1ccc(S(=O)(=O)N2CCN(C(=O)c3cc(-c4ccc(Br)cc4)n[nH]3)CC2)c(C)c1
62	-12%	2%	-2%	COCCn1c(C23CC4CC(CC(C4)C2)C3)n[nH]c1=S
63	7%	8%	24%	O=C(CSc1nnc(-c2cccnc2)n1Cc1ccco1)N1CCc2ccccc21
64	0%	-3%	-5%	CC(C)C[C@H](NC(=O)[C@@H]1O[C@H]1C(=O)O)C(=O)NCCCCN=C(N)N
65	-1%&2%	-4%	/	N#Cc1ccccc1NC(=O)COc1ccccc1C(=O)Nc1ccccc1
66	-5%	1%	7%	Cc1cc(OCC(=O)N(Cc2ccco2)C2CCS(=O)(=O)C2)ccc1Cl (stereo not drawn)
67	5%	3%	20%	CCOC(=O)CC(NC(=O)C1c2ccccc2Oc2ccccc21)c1ccc(C)cc1 (stereo not drawn)
68	8%	-5%	0%	O=C1CN(S(=O)(=O)c2cccc(Cl)c2Cl)CCN1
69	-17%	4%	4%	Cc1cccc(N2CCN(C(=O)Cc3c(C(=O)O)[nH]c4ccc(Cl)cc34)CC2)c1C
70	-3%	-7%	0%	O=C(OCCOc1cccc(Cl)c1)c1cc(S(=O)(=O)N2CCOCC2)ccc1F
71	0%	5%	4%	COCCN(C(=O)C1CCC1)c1nnc(-c2cccnc2)s1
72	?	1%	/	COc1cc2c(C#CCCO)c(-c3ccsc3)oc(=O)c2cc1OC
73	0%	5%	-6%	CCc1ccc(N2CC(C(=O)Nc3cccnc3)CC2=O)cc1 (stereo not drawn)
74	-19%	4%	-9%	O=C1NC(c2ccc(-c3ccccc3[N+](=O)[O-])o2)C(C(=O)c2ccccc2)C(O)(C(F)(F)F)N1 (stereo not drawn)
75	-13%	7%	/	COc1ccc(-c2nc(CSCC(=O)NCCc3ccccc3)c(C)o2)cc1
76	-13%	-3%	0%	Cc1occc1-c1nnc(SCC(=O)N2CCCCC2)n1C
77	/	25%	14%	COc1ccc2c(c1OC)C(Cc1ccccc1)N1CCc3cc4c(cc3C1C2)OCO4 (stereo not drawn)
78	8%	-2%	-15%	Cc1nc(NC(=O)c2ccc(F)cc2)sc1C(=O)Nc1ccc2c(c1)CCC2
79	-2%	-3%	-16%	COc1ccc(C(=O)NCC(=O)OCC(=O)N2CCc3ccccc32)cc1
80	-9%	1%	8%	CC(C)CCn1cnc2c(sc3nc4c(cc32)CSC(C)(C)C4)c1=O

Structural class: those above containing a COOH group
nr	FEN1 inh	TDP1 inh	N370S GC mod	structure
25	0%	0%	-11%	CCOc1ccc(C(=O)c2ccccc2C(=O)O)cc1OCC
64	0%	-3%	-5%	CC(C)C[C@H](NC(=O)[C@@H]1O[C@H]1C(=O)O)C(=O)NCCCCN=C(N)N
69	-17%	4%	4%	Cc1cccc(N2CCN(C(=O)Cc3c(C(=O)O)[nH]c4ccc(Cl)cc34)CC2)c1C

Next section:
nr	FEN1 inh	TDP1 inh	N370S GC mod	structure
81	8%	5%	-4%	CN1C(C(=O)NCc2ccco2)CC2Cn3c(nc4cc(Cl)c(Cl)cc43)C21 (stereo not drawn)
82	7%	-2%	12%	Cc1ccc(-n2cnnn2)c(S(=O)(=O)N2CCOCC2)c1
83	-7%	4%	4%	Cc1cccnc1NC(=O)Nc1ccc(F)cc1
84	2%	6%	-2%	O=C(CCC(=O)N/N=C/c1ccco1)N/N=C/c1ccco1
85	5%	3%	-2%	OC1CCN(Cc2cccc(Oc3ccccc3)c2)CC1
86	4%	-4%	-1%	Cc1ccc(-c2csc3nc[nH]c(=S)c23)cc1
87	-6%	6%	12%	CNc1ccc(OC(F)F)cc1C(=O)c1ccccc1
88	-1%	0%	17%	Cc1ccccc1C(=O)NC(C(N)=O)P(=O)(OC(C)C)OC(C)C (stereo not drawn)
89	-12%	-5%	0%	COc1ccc2cc3cc(C(=O)Nc4ccc5c(c4)OCCO5)oc3nc2c1
90	2%	7%	0%	COC(=O)c1c(NC(=S)NNS(=O)(=O)c2ccc(OC)cc2OC)sc2c1CCCCCC2
91	0%	6%	3%	COc1ccc(CCNC(=O)C(=O)Nc2ccc3c(c2)OCO3)cc1OC
92	-5%&1%	1%&5%	-21%	CN1C(=O)Cc2cc(S(=O)(=O)N3CCN(c4ccccc4F)CC3)ccc21
93	11%	6%	-7%	O=C(CC(=O)c1ccccc1)Nc1ccc2c(c1)OCCO2
94	20%	/	-12%	CN1C(=O)C(C)(C)c2cc(S(=O)(=O)N3CCCC(C(=O)NCc4ccc(F)cc4)C3)ccc21 (stereo not drawn)
95	-12%	-3%	10%	O=C(Nn1c(SCc2cccc([N+](=O)[O-])c2)nc2ccccc2c1=O)c1ccccc1
96	/	15%	-20%	CN(C)c1ccc(CNC(=O)[C@@]2(C)C=C[C@@H](Cc3ccccc3)N2C)cc1
97	9%	2%	-18%	COCCCNC(=O)CC(NS(=O)(=O)c1ccc(Cl)cc1)c1ccc(OC)cc1 (stereo not drawn)
98	0%	3%	-1%	CC(=O)Nc1ccc2c(c1)C(=O)N(c1cccc3ccccc13)C2=O
99	-2%	-3%	2%	O=C(NCC1CCCO1)c1ccc2nc(N3CCCCC3)sc2c1 (stereo not drawn)
100	-14%	3%	9%	CCN(Cc1ccccc1)S(=O)(=O)c1ccc(S(=O)(=O)N(Cc2ccccn2)Cc2ccco2)cc1
101	-5%	4%	1%	Cc1ccc(S(=O)(=O)N(C)CC(=O)Oc2ccc(-c3nnco3)cc2)cc1
102	-16%	9%	-18%	Cc1ccc(/C=N/Nc2ccc3ccccc3n2)o1
103	-5%	0%	-2%	CN(C)c1ccc(-c2nn3c(-c4ccc(Cl)cc4)nnc3s2)cc1

Seven compounds already listed, sorted by their value in FEN1 inh, lowest first.
nr	FEN1 inh	TDP1 inh	N370S GC mod	structure
102	-16%	9%	-18%	Cc1ccc(/C=N/Nc2ccc3ccccc3n2)o1
95	-12%	-3%	10%	O=C(Nn1c(SCc2cccc([N+](=O)[O-])c2)nc2ccccc2c1=O)c1ccccc1
83	-7%	4%	4%	Cc1cccnc1NC(=O)Nc1ccc(F)cc1
87	-6%	6%	12%	CNc1ccc(OC(F)F)cc1C(=O)c1ccccc1
82	7%	-2%	12%	Cc1ccc(-n2cnnn2)c(S(=O)(=O)N2CCOCC2)c1
97	9%	2%	-18%	COCCCNC(=O)CC(NS(=O)(=O)c1ccc(Cl)cc1)c1ccc(OC)cc1 (stereo not drawn)
93	11%	6%	-7%	O=C(CC(=O)c1ccccc1)Nc1ccc2c(c1)OCCO2
